Bioassay records deposited in PubChem by SRMLSC.
MRP reversal: reversal of MRP1-mediated doxorubicin resistance, primary screen, H69AR cells, doxorubicin co-treatment; H69AR cells + 2 uM doxorubicin, CellTiter-Glo, 72 h; differential viability (reversal), % at 10 µM; actives 0.04% (n = 85,000);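 active = viability drop by adding the cancer drug above about 55%, with treated viability meeting a 40% cutoff, limit read from the data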;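 also: viability without doxorubicin minus viability with 2 µM doxorubicin for each compound; larger differential means the compound sensitizes cells more to doxorubicin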
MRP reversal cytotoxicity: second read-out of MRP reversal, no call of its own (marks repeat the call); viability, %; H69AR cells, CellTiter-Glo, 72 h; measured here: cytotoxicity without doxorubicin
MRP reversal with doxorubicin: second read-out of MRP reversal, no call of its own (marks repeat the call); viability, %; measured here: viability with 2 uM doxorubicin; stronger effect = lower value
An asterisk follows results filed as active. An excerpt; the hit share may differ from the screen's.

[1] CCCCN(CCCC)CCCOC(=O)c1ccc(N)cc1
[2] COc1cc(C2Oc3cc(C4Oc5cc(O)cc(O)c5C(=O)C4O)ccc3OC2CO)ccc1O (stereo unspecified)
[3] CCCC(=O)O[C@]1(C(=O)COC(C)=O)CC[C@H]2[C@@H]3C[C@H](F)C4=CC(=O)C=C[C@]4(C)[C@@]3(F)[C@@H](O)C[C@@]21C
[4] CC1(C)O[C@@H]2C[C@H]3[C@@H]4C[C@H](F)C5=CC(=O)C=C[C@]5(C)[C@@]4(F)[C@@H](O)C[C@]3(C)[C@]2(C(=O)CO)O1
[5] N=c1nc(N2CCCCC2)cc(N)n1O
[6] CCCC(=O)O[C@]1(C(=O)CCl)[C@@H](C)C[C@H]2[C@@H]3CCC4=CC(=O)C=C[C@]4(C)[C@@]3(F)C(=O)C[C@@]21C
Screen / compound no.,1,2,3,4,5,6
MRP reversal,3,7,-3,4,-2,18
MRP reversal cytotoxicity,81,80,88,101,95,87
MRP reversal with doxorubicin,78,74,90,97,97,69

Just MRP reversal and MRP reversal with doxorubicin, for some of the entries so far:
nr | Molecule | MRP reversal | MRP reversal with doxorubicin
2 | COc1cc(C2Oc3cc(C4Oc5cc(O)cc(O)c5C(=O)C4O)ccc3OC2CO)ccc1O (stereo unspecified) | 7 | 74
6 | CCCC(=O)O[C@]1(C(=O)CCl)[C@@H](C)C[C@H]2[C@@H]3CCC4=CC(=O)C=C[C@]4(C)[C@@]3(F)C(=O)C[C@@]21C | 18 | 69
1 | CCCCN(CCCC)CCCOC(=O)c1ccc(N)cc1 | 3 | 78
